XBP1 UPR activ: adaptive UPR (XBP1) activation; CHO-XBP1 luciferase reporter, IRE1-XBP1 UPR activation, luminescence; percent of tunicamycin response, DMSO as zero; activation, % at 20 µM; 330,000 tested, 0.33% active; AID 463104;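 active means versus positive control, 20 µM dose yields 30% or more activation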;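 further: 100% = tunicamycin at 10 µg/mL and 0% = DMSO only wells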
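incubation = overnight seeding at 37 °C, 6 h compound treatment at 37 °C | assay system = CHO-XBP1 cells stably carrying IRE1-XBP1-driven luciferase reporter | input = 1000 cells per well | detection = luciferase luminescence | dosing = single point, 20 µM final compound, 1% DMSO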
UPR CHOP act: apoptotic UPR (CHOP) activation; AID 449763; activation, % at 10 µM; CHO-CHOP luciferase reporter, luminescence; percent of tunicamycin response over DMSO baseline; 330,000 tested, 0.34% active;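 active means at 10 µM dose, activation of 40% or more, normalized to positive control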;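 further: 100% = tunicamycin at 10 µg/mL and 0% = DMSO alone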
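System: CHO-CHOP luciferase reporter cell line | Buffer or medium: F12 medium containing 10% fetal bovine serum | Doses: One dose, 10 µM in 0.5% DMSO | Times: 6 h compound exposure at 37 °C after overnight seeding | Signal: Luciferase luminescence | Read-out: % activation vs tunicamycin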
Mdm2-MdmX inh: human Mdm2/MdmX binding inhibition; inhibition, % at 8 µM; AID 485346; 330,000 tested, 3% active; SaOS-2 split-luciferase Mdm2/MdmX complementation, luminescence; O15151+Q00987;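 active means inhibition of at least 50% at 8 µM in the primary screen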
EBI2 block: antagonists of human EBI2 receptor; AID 651636; 360,000 tested, 0.81% active; EBI2 beta-arrestin recruitment, luminescence, 7a,25-OHC stimulated; P32249; inhibition, % at 5 µM; in the data active means inhibition above about 38%;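 further: enzyme fragment complementation signal reports receptor beta-arrestin coupling in cells; 0% = agonist plus DMSO wells and 100% = wells without agonist; some results beyond the cut were filed as inactive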
tim23-1 inh: tim23-1 yeast growth inhibition; S. cerevisiae tim23-1 growth, BacTiter-Glo luminescence, 24 h; inhibition, % at 20 µM; 330,000 tested, 1.3% active;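 active means growth inhibition of the mutant yeast at or above 50%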;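 further: temperature-sensitive mutant grown at 25 °C; plate controls were DMSO-treated mutant yeast for no effect and medium wells lacking yeast for full effect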
CCR6 antag: blocks CCL20-driven beta-arrestin recruitment at human CCR6. inhibition, % at 20 µM. 340,000 tested, 0.49% active. P51684. AID 493098. CHO-K1 CCR6 PathHunter beta-arrestin, luminescence, CCL20-stimulated;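 active means compounds whose inhibition of the agonist-driven luminescence signal at 20 µM reaches about 50%, limit read from the data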;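 further: cells stimulated with CCL20 at 14 nM final; plate controls were DMSO with CCL20 for no effect and DMSO without agonist for full effect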
CXCR6 inh: inhibitors of human CXCR6 receptor; O00574; inhibition, % at 20 µM; CHO-K1 PathHunter CXCR6 beta-arrestin, luminescence; 360,000 tested, 0.36% active; in the data active means inhibition above about 34%, passing the limit was not always enough;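 further: antagonist mode with CXCL16 agonist at 10 nM final; 0% = 10 nM CXCL16 with DMSO and 100% = unstimulated wells without agonist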
APJ antag: APJ receptor antagonism; P35414; CHO-K1 APJ beta-arrestin complementation, luminescence; inhibition, % at 20 µM; 330,000 tested, 0.32% active;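 active means inhibition above about 40% at 20 µM, limit read from the data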;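 further: cells challenged with 10 nM apelin-13 agonist together with compound; plate controls were apelin-13 plus DMSO wells for no effect and DMSO wells lacking apelin-13 for full effect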
APJ ag: APJ receptor agonism. CHO-K1 APJ PathHunter beta-arrestin, luminescence; 0% DMSO wells, 100% apelin. activation, % at 20 µM. 330,000 tested, 0.11% active. AID 2520;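 active means activation more than six SD over the plate average, tested at 20 µM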;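 further: 0% = DMSO alone and 100% = apelin-13 at 10 nM; some results filed as inactive read as strong as hits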
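Test system – PathHunter CHO-K1 APJ (AGTRL-1) beta-arrestin reporter cells · Input – 1000 cells/well · Compound – single test compound dose, 20 µM final, 1% DMSO · Times – compound stimulation 90 min at 25 °C, detection 60 min · Technique – beta-gal luminescence · Read-out basis – APJ–arrestin association signal · Control set – negative DMSO alone, positive Apelin-13 at 10 nM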
* marks the source's active call; other numbers are inactive results; . = no result given. Not all compounds are listed (hit frequency here may not be typical).

no.	molecule	XBP1 UPR activ	UPR CHOP act	Mdm2-MdmX inh	EBI2 block	tim23-1 inh	CCR6 antag	CXCR6 inh	APJ antag	APJ ag
1	CC(C)(C)OC(=O)NC(Cc1ccccc1)C(=O)NCCCC(=O)O (stereo unspecified)	-1	-0.8	9	-6	3	-2	-6	10	-2
2	COc1ccc(C(=O)CN(C(=O)c2ccc(Cl)cc2)N2C(=O)c3ccccc3C2=O)cc1	-1	0.3	1	-1	21	-5	6	-10	-5
3	Cc1cc(NC(=O)COC(=O)CSc2nc3cc(Cl)ccc3n2Cc2ccccc2)no1	-4	0.6	25	-2	12	9	6	2	-1
4	CCOc1cc(C(=S)N2CCOCC2)ccc1OS(=O)(=O)c1ccc(C)cc1	-2	-0.6	3	-4	12	9	-1	-2	1
5	CCOC(=O)C(CC)n1cnc2c(nnn2-c2ccc(F)cc2)c1=O (stereo unspecified)	-1	0.1	-19	-3	5	8	4	11	-2
6	C(=N\Nc1nc(N2CCCCCC2)nc(N2CCCCCC2)n1)/c1ccccc1	1	0.0	7	14	30	12	-4	-4	3
7	Cc1csc(NC(=O)CCSCCc2ccccn2)n1	-3	-0.6	-20	-9	7	-9	-5	5	0
8	CCOc1cc(N2CCOCC2)c(OCC)cc1NC(=O)c1ccc(OCc2c(C)noc2C)c(OC)c1	1	3.5	12	2	-6	0	-8	-13	2
9	CC(C)N1CCc2c(sc(NC(=O)c3ccc(S(=O)(=O)N4CCCCC4C)cc3)c2C(N)=O)C1 (stereo unspecified)	20	4.1	43	-11	9	11	14	28	2
10	CC(=O)c1c(C)oc2ccc(N(C(C)=O)S(=O)(=O)c3ccc(F)cc3C)cc12	-4	1.3	28	-10	17	7	-6	14	6
11	COc1ccccc1NC(=S)N1CCN(c2cccc(C)c2C)CC1	-4	0.0	20	9	26	24	6	-18	-4
12	N#Cc1c(SCc2cccc(Cl)c2)sc(C(=O)c2ccccc2)c1N	2	-0.5	-16	11	34	22	-7	15	-3
13	CC(=O)c1ccc(S(=O)(=O)Nc2cccc(-c3cn4c(n3)SCC4)c2)cc1	6	1.7	-18	-8	4	0	0	-9	0
14	Cc1ccc(NC(=O)Cc2nnc(SCC(=O)c3ccc(Br)cc3)n2C)cc1Cl	0	5.6	19	.	-18	.	.	4	-1
15	CCN(CC)S(=O)(=O)c1cc(NC(=O)C2CC(=O)N(Cc3ccccc3)C2)ccc1Cl (stereo unspecified)	-3	-1.0	42	17	3	15	-9	15	-2
16	CCOc1ccccc1CNC(c1ccccc1)c1ccccc1	-2	-2.1	8	22	18	13	2	9	-4
17	NS(=O)(=O)c1ccc(NC(=O)COc2ccc(S(=O)(=O)N3CCCC3)cc2)cc1	-2	1.4	11	-3	1	9	-1	0	1
18	COC(=O)Cc1ccc(NC(=S)N2CCN(c3cc(Cl)ccc3C)CC2)cc1	-4	-2.9	11	2	11	6	-9	22	-2
19	COc1cccc(-c2cc(C(F)(F)F)n3ncc(C(=O)O)c3n2)c1	0	-0.7	-9	-7	-9	1	-3	-2	-4
20	CCN1CCN(Cc2ccc(NC(=O)c3cc(NC(=O)c4cc(-c5ccc(OC)cc5)n[nH]4)cc(OC)c3)cc2C(F)(F)F)CC1	4	-0.4	95*	1	8	33	15	-4	9
21	COc1ccc(NC(=O)Nc2cc(C(=O)O)ccc2N2CC3CC(C2)c2cccc(=O)n2C3)c(OC)c1 (stereo unspecified)	-2	1.8	4	-2	9	8	-2	-58	-1
22	CCOc1ccc(N2C(=O)/C(=C/c3ccccc3OCC(=O)OC)N(CC(=O)OC)C2=S)cc1	-6	1.6	-18	-17	34	13	3	9	-4
23	COc1ccc(CNC(=O)C2CCN(S(=O)(=O)c3ccc4c(c3)NC(=O)CO4)CC2)cc1	-2	2.1	13	-3	-14	19	1	27	-3
24	Cc1sc2ncnc(N3CCC(C(=O)NNC(=O)COc4ccc(Br)cc4)CC3)c2c1C	-4	1.5	4	57*	23	1	-7	8	0
25	CCC(=O)NCCc1nc2cc(NC(=O)c3ccc(Cl)cc3)ccc2n1C	0	4.9	-74	-16	-4	2	-3	5	-2

3 entries from above, arranged by the number in CXCR6 inh, largest number first.
| entry | SMILES | Mdm2-MdmX inh | EBI2 block | CCR6 antag | CXCR6 inh | APJ antag | APJ ag |
| --- | --- | --- | --- | --- | --- | --- | --- |
| 11 | COc1ccccc1NC(=S)N1CCN(c2cccc(C)c2C)CC1 | 20 | 9 | 24 | 6 | -18 | -4 |
| 6 | C(=N\Nc1nc(N2CCCCCC2)nc(N2CCCCCC2)n1)/c1ccccc1 | 7 | 14 | 12 | -4 | -4 | 3 |
| 7 | Cc1csc(NC(=O)CCSCCc2ccccn2)n1 | -20 | -9 | -9 | -5 | 5 | 0 |

The results go on.
no.	molecule	XBP1 UPR activ	UPR CHOP act	Mdm2-MdmX inh	EBI2 block	tim23-1 inh	CCR6 antag	CXCR6 inh	APJ antag	APJ ag
26	Cc1cc(=O)oc2cc(OCc3ccccc3)ccc12	0	6.2	-134	4	46	0	3	-18	-2
27	N/C(=N\OC(=O)c1cccc(F)c1)c1cccc([N+](=O)[O-])c1	-1	7.1	-42	-6	12	-18	-31	-62	15*
28	Cn1cc(C(=O)Nc2ccc(F)c(Cl)c2)cn1	-3	1.3	-4	-17	10	-2	3	-9	1
29	Cc1cc([N+](=O)[O-])nn1Cc1noc(C(=O)NCCCn2ccnc2)n1	-5	0.9	-15	-5	1	7	-7	-31	-3
30	CCCOC(=O)NC(CC)COC(=O)Nc1cccc(C)c1C (stereo unspecified)	-4	-0.5	14	3	8	-6	1	-11	-4
31	O=C(COc1ncnc2sccc12)N1CCN(C(=O)c2ccco2)CC1	-5	-0.5	-17	2	3	1	-4	5	2
32	O=C(CSc1nnc(Cc2ccccc2)o1)c1ccc2c(c1)OCO2	0	-0.2	18	3	17	15	-4	3	0
33	Cc1oc2ccc(OCC(N)=O)cc2c1C(=O)OC(C)C	4	1.4	-27	8	-3	6	6	1	-6
34	COC(=O)[C@H](Cc1ccc(O)cc1)NC(=O)Cn1cnc2c(SC)nc(N)nc21	1	-0.1	-1	-5	-10	2	-5	-3	-4
35	COc1ccc(F)c(CN2CCC(n3nccc3NC(=O)CCCc3ccccc3)CC2)c1	-2	0.8	0	4	13	-2	1	8	-4
36	Cc1noc(C)c1CSCC(=O)OCC(=O)Nc1sccc1C#N	3	1.2	-28	0	15	4	-8	7	-1
37	O=C(O)CC1SC(=O)N(Cc2ccccc2)C1=O (stereo unspecified)	3	-1.5	0	-4	8	6	-2	-14	2
38	COc1ccc(/C=N/n2c(-c3n[nH]c4c3CCC4)n[nH]c2=S)cc1	1	-0.3	13	0	6	3	1	13	2
39	CC(=O)N1CCN(C(=O)COC(=O)COc2ccc(C#N)cc2)CC1	-2	0.9	21	4	6	0	2	5	-6
40	Cn1c(=O)c2c(nc(CN3CCC(C(N)=O)CC3)n2Cc2c(Cl)cccc2Cl)n(C)c1=O	1	3.0	4	1	-2	1	-2	-7	-2
41	COc1cccc(N2C(=O)CC(N3CCC(c4nc5ccccc5[nH]4)CC3)C2=O)c1 (stereo unspecified)	-2	-0.2	19	2	16	-6	-5	-4	-2
42	CC(C)(C)c1ccc(-c2noc(C(=O)NN)n2)cc1	-3	-1.2	-2	-1	44	8	8	-8	0
43	COC(=O)c1cc(-c2ccc(OC)cc2)on1	0	0.3	10	-9	17	-17	-9	-5	-2
44	N#CCN1C(=O)NC2(CCCc3sccc32)C1=O (stereo unspecified)	0	3.0	-19	3	16	10	-6	5	3
45	CCn1cc(CN2CCC(C(=O)Nc3cccc(-c4cscn4)c3)CC2)cn1	-6	-0.6	3	2	3	1	6	-5	4
46	O=C(Cn1c(NCCO)nc2ccccc21)c1ccc(Cl)cc1Cl	-1	0.3	-4	5	7	3	3	-1	-3
47	Cc1cc2ncn(C3CC(=O)N(C)C3=O)c2cc1C (stereo unspecified)	-2	-0.7	-7	-4	9	-9	-4	-8	1
48	Cn1c(CCNC(=O)c2ccccc2F)nnc1SCc1nc2ccccc2c(=O)[nH]1	0	-0.7	17	1	8	3	-4	23	-3
49	CCOC(=O)C1CCCC(NS(=O)(=O)c2ccc(NC(C)=O)cc2)C1 (stereo unspecified)	0	0.5	-24	4	-18	-14	2	16	-1
50	Cc1cc(C)n(-c2cc(N3CCN(C(=O)c4ccccc4C)CC3)ccc2[N+](=O)[O-])n1	-1	-1.3	-13	0	12	-2	2	9	3

New compounds follow:
no.	molecule	XBP1 UPR activ	UPR CHOP act	Mdm2-MdmX inh	EBI2 block	tim23-1 inh	CCR6 antag	CXCR6 inh	APJ antag	APJ ag
51	O=C(NC1CCCC1)C1CCCN1C(=O)Nc1ccccc1 (stereo unspecified)	-2	0.8	0	-4	-5	3	0	-18	-1
52	Cc1cc(NC(=O)C2CC(=O)N(c3ccccc3C)C2)no1 (stereo unspecified)	-1	0.6	-3	3	4	-8	-11	4	-3
53	Cc1nc(N2CCN(C(=O)c3ccco3)CC2)c2c3c(sc2n1)CCCC3	-4	2.1	14	5	20	10	0	12	-3
54	CC(=O)Nc1cccc(C(=O)OC(C)C(=O)N2CCc3ccccc32)c1 (stereo unspecified)	-1	1.9	6	-8	-14	1	-14	-58	1
55	O=C1c2ccccc2CCC1C(O)c1ccccn1 (stereo unspecified)	1	5.2	-9	4	13	-1	-10	2	-1
56	CN(C)c1nc(N(C)C)n(C(=O)c2cccs2)n1	-1	1.2	1	1	8	1	-8	5	-2
57	CCN(CC)CCNC(=O)Cn1c(C)cc2ccccc2c1=O	0	-1.5	-5	1	12	14	4	-3	-5
58	c1cc2c3c(cccc3c1)NC1(CCC3(CC1)Nc1cccc4cccc(c14)N3)N2	5	11	72*	30	30	7	2	1	1
59	Cn1nc(CSc2ccccc2)c(C=O)c1Cl	4	2.4	-3	-3	13	-6	0	9	-1
60	CN(C(=O)CSc1ccncc1)C1CCCN(Cc2ccccc2F)C1 (stereo unspecified)	-6	1.2	-1	1	10	6	-3	16	12
61	COC(=O)\C(C(C)=O)=C(/C=C/C=C/N(C)C)N(C)C	0	1.1	15	-4	5	1	-4	14	1
62	NC1=NC(=Nc2cccc(S(N)(=O)=O)c2)c2ccccc21	-3	-0.9	29	-32	23	13	11	-4	-1
63	CCOc1ccc(NC(=S)N(CCOC)C2CCN(C(C)C)CC2)cc1	-4	-1.3	-7	54*	9	-16	5	-20	-4
64	COc1ccc(CCNC(=O)C2CCN(S(=O)(=O)c3cccc4nonc34)CC2)cc1OC	0	-2.9	27	2	4	18	-7	20	-4
65	Cc1cc(C)n(CCNC(=O)C2CCC(=O)N(Cc3ccc(Cl)cc3)C2)n1 (stereo unspecified)	-1	-1.7	-5	5	-13	-12	9	-21	1
66	COc1ccc(NC(=O)c2ccc(=O)oc2)cc1	-1	-1.0	10	4	24	3	0	0	-3
67	COc1ccc(CC2(CO)CCN(Cc3ccncc3)CC2)cc1	4	1.1	0	-4	16	-3	-1	-16	1
68	COc1ccc(N=C2C(=Nc3ccc(OC)cc3)N(c3ccc(OC)cc3)C(=S)N2c2ccccc2)cc1	1	3.0	-3	64*	15	2	0	17	-4

Screening data as filed in PubChem BioAssay.
